LRH-1 inv ag: LRH-1 (NR5A2) inverse agonists, primary screen, cell-based, luminescence, HEK293T, StAR-luciferase reporter. Nuclear receptor subfamily 5 group A member 2 (Homo sapiens), O00482. LRH-1 transfected, 24 h. inhibition, % at 3.6 µM. hit rate 0.13% among 360,000. AID 602396, 2012;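 active = inhibition above the mean inhibition of all tested compounds plus 3 SD, cut at about 73% in these data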;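 also: 0% = DMSO wells and 100% = reporter-only cells lacking LRH-1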
Target sequence (O00482 whole entry, looked up): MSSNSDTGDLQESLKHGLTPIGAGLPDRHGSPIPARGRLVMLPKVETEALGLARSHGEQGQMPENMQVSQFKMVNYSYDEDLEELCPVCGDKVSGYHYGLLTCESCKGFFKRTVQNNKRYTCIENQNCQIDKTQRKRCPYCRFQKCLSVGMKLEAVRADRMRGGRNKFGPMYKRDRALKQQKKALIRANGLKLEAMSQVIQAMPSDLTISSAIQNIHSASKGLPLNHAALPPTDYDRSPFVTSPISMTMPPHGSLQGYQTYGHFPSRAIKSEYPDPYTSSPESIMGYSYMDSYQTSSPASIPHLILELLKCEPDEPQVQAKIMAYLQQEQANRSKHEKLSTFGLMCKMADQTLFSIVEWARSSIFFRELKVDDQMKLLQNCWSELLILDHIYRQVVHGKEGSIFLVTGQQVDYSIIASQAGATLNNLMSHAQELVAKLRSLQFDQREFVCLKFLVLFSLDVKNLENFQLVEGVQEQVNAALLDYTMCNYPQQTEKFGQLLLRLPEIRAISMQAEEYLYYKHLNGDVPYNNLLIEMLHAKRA
SRC1 inh: SRC1 coactivator transcriptional activity inhibitors, primary screen, cell-based, luminescence; HEK293 GAL4-SRC1 luciferase reporter; hit rate 0.12% among 360,000; AID 588354, 2011; inhibition, % at 3.6 µM; Nuclear receptor coactivator 1 (Homo sapiens), Q15788;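 active = inhibition above the campaign mean plus 3 SD, with each screening campaign given its own cutoff, cut at about 60% in these data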;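 also: 0% = DMSO treated cells and 100% = gossypol at 36 µM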
TWEAK-Fn14 inh: inhibitors of TWEAK-Fn14 signaling, primary screen, luciferase reporter cells, uHTS; TWEAK-stimulated Fn14 reporter cells, luciferase luminescence, 8 h; inhibition, % at 10 µM; hit rate 2% among 360,000; in the data active = inhibition above about 50%
TLR9-MyD88 block: inhibitors of TLR9-MyD88 association in cells, primary screen, cell-based, CHO, BLA complementation, fluorescence. Toll-like receptor 9 (Homo sapiens) + Myeloid differentiation primary response protein …. CCF4 FRET ratio. inhibition, % at 4.98 µM. hit rate 0.21% among 340,000. AID 504734, 2011;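 active = inhibition above the mean over all tested compounds plus 3 SD, cut at about 21% in these data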;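 also: 0% = DMSO only wells and 100% = clavulanate BLA inhibitor control wells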
TROY NFkB inh: inhibitors of TROY-driven NF-kB signaling, primary screen, Q293 LMP1-TROYcd cells, NF-kB luciferase, uHTS | Q293 LMP1-TROYcd NF-kB luciferase reporter, 4 h | inhibition, % at 10 µM | hit rate 0.98% among 360,000 | AID 1347056, 2019;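 active = compounds whose plate-normalised and pattern-corrected inhibition of the luciferase reporter signal at the single screening dose is 50% or more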
C8 TRAIL sens: viability loss with TRAIL in NB7+C8 cells, primary screen, TRAIL sensitizer project, cell-based, ATPlite luminescence. hit rate 1% among 360,000. inhibition (viability loss, TRAIL sensitization), % at 10 µM;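 active = compounds causing at least 50% loss of cell viability in the single-dose screen, relative to plate controls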
NR2F2 inh: NR2F2 transcriptional activity inhibitors, primary screen, cell-based, luciferase reporter, HEK293T, luminescence; HEK293T NGFI-A luciferase reporter; COUP transcription factor 2 (Homo sapiens), P24468; hit rate 0.7% among 370,000; inhibition, % at 8.6 µM;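 active = inhibition above a per-plate cutoff, mean inhibition of test wells between control levels plus 3 SD, cut at about 38% in these data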;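 also: cells cotransfected with COUP-TFII expression vector driving the NGFI-A reporter; 0% = median of COUP-TF2 test wells and 100% = reporter-only cells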
Target sequence (P24468 whole entry, looked up): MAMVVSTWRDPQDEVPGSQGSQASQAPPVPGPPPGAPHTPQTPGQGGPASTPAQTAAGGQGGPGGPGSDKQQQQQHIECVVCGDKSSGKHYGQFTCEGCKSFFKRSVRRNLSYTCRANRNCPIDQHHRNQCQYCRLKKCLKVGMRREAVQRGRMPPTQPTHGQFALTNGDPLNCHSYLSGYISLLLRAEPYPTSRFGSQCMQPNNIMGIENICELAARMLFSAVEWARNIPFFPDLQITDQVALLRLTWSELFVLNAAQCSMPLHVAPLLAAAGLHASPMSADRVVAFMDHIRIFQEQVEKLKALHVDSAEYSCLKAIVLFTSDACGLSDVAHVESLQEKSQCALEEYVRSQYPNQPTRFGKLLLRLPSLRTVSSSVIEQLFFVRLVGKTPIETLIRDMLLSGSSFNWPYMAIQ
NCOA3 inh: SRC3 coactivator transcriptional activity inhibitors, primary screen, cell-based, luminescence; Nuclear receptor coactivator 3 (Homo sapiens), Q9Y6Q9; HEK293 GAL4-SRC3 luciferase reporter; inhibition, % at 3.6 µM; hit rate 0.17% among 360,000; AID 588352, 2011;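 active = inhibition above a per-campaign cutoff, the mean of all compounds plus 3 SD, cut at about 60% in these data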;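 also: 0% = DMSO-treated cells and 100% = gossypol-treated cells at 36 µM; higher means less SRC3-driven luciferase light from the GAL4 reporter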
SRC2 inh: inhibition of GAL4-SRC2 driven luciferase reporter, primary screen, SRC2 inhibitor project, cell-based, luminescence. Nuclear receptor coactivator 2 (Homo sapiens), Q15596. HEK293 GAL4-SRC2 luciferase reporter. inhibition, % at 9 µM. hit rate 0.17% among 370,000;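 active = inhibition above the mean inhibition of all tested compounds plus 3 SD, set per campaign, cut at about 52% in these data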;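 also: 0% = DMSO treated cells and 100% = cells given Gossypol at 36 µM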
LMP1 NFkB inh: EBV LMP1-driven NF-kappaB luciferase reporter inhibitors, primary screen, cell-based, luminescence, single point; LMP1-induced NF-kappaB luciferase reporter cells; inhibition, % at 12.5 µM; hit rate 0.69% among 350,000; AID 504558, 2011; in the data active = inhibition above about 41%;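 also: 0% = neutral control wells and 100% = reference inhibitor control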
NOD2-RIPK2 inh: NOD2-RIPK2 binding disruptors in cells, primary screen, fluorescence, CHO cells, BLA complementation; Receptor-interacting serine/threonine-protein kinase 2 (Homo sapiens), O43353; CCF4 ratio; inhibition, % at 4.98 µM; hit rate 0.38% among 360,000; in the data active = inhibition above about 21%;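 also: 0% = vehicle only and 100% = reference blocker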
Starred values were filed as active, the others as inactive; x = not tested or not shown.

structure	LMP1 NFkB inh	SRC1 inh	SRC2 inh	TWEAK-Fn14 inh	TROY NFkB inh	NCOA3 inh	LRH-1 inv ag	NOD2-RIPK2 inh	C8 TRAIL sens	NR2F2 inh	TLR9-MyD88 block
CC1=C(C(=O)N(C)C)CC(CC(=O)NCCc2ccccn2)C(=O)N1Cc1ccccc1 (stereo unspecified)	4	-1	4	-4	-7	-10	8	-5	17	-1	2
N#Cc1cccc(-n2c(-c3ccccc3)nnc2-c2ccccc2)c1C#N	-12	-4	-47	-10	-27	-38	-58	-7	2	-1	0
O=C(CCNC(=O)c1ccc(Br)cc1)NNC(=O)c1ccccc1O	-1	10	-2	1	8	14	14	-5	5	-1	-1
CCN(CC(=O)Nc1cc(Cl)ccc1C)C(=O)COc1cccc2c1OC(C)(C)C2	-6	-9	26	-8	24	11	7	-2	0	-10	-9
COc1cc2c(C(=O)NC3CCCCCC3)cn(C)c(=O)c2cc1OC	-5	-2	-3	4	7	5	14	5	-8	-10	-13
CC(c1ccccc1)C1CC(=O)N(c2ccc([N+](=O)[O-])cc2)C1=O (stereo unspecified)	11	0	-1	4	-9	-2	10	2	-3	9	-6
CCOc1ccc(S(=O)(=O)NCCC(=O)NCC(c2cccs2)N(C)C)cc1 (stereo unspecified)	-13	-28	-31	-8	-2	-1	-1	-10	-16	-12	4
CCCCN1CNC(=S)N(c2ccc(C(=O)OCC)cc2)C1	-2	6	4	11	8	23	38	-6	-7	9	1
Cc1ccn2c(C(=O)CSc3ccc(Cl)cc3)c(C)nc2c1	1	4	-9	3	-3	-2	10	-7	8	15	0
Cc1cccc(OCC(O)CNC(=O)c2ccccc2C(=O)O)c1 (stereo unspecified)	3	-4	2	6	-34	5	7	1	3	-13	2
NC(=O)CC(NC(=O)c1ccc(Br)cc1)c1ccc(N2CCN(c3ccc(F)cc3)CC2)c([N+](=O)[O-])c1 (stereo unspecified)	5	8	12	12	32	-6	-16	-11	3	27	-10
O=c1[nH]c(=S)[nH]c2c1C(c1ccc(F)cc1)OC(CCc1ccccc1)C2 (stereo unspecified)	x	x	2	9	4	x	-13	2	1	10	x
CCN(CC)C(=O)c1cc2c(=O)c3cc(Cl)ccc3oc2nc1C	-4	-9	-19	-10	-3	-21	-26	-6	0	-5	9
O=C(CSc1ccc2nnc(-c3ccccn3)n2n1)NCc1ccco1	-6	4	14	13	-13	8	6	-1	6	10	-1
CSCC[C@H](NS(=O)(=O)c1ccc(C)cc1)C(=O)N1CCC(C(=O)N[C@@H](Cc2ccccc2)C(=O)O)CC1	-6	-23	2	1	-8	0	0	-8	-2	-20	-6
COc1cccc(OCCNC(=O)c2cccc(OC)c2)c1	-2	-5	-5	-5	20	12	-3	2	-4	0	-5
CC(=O)Nc1cccc(C(=O)OCC(=O)c2ccc3c(c2)OCO3)c1	7	-120	-65	82*	65*	-93	-158	-9	61*	-14	3
O=c1c2cc(N3CCOCC3)ccc2[nH]c(=S)n1CCCN1CCCCC1	-12	9	-20	-5	0	17	-3	0	-5	4	0
O=[N+]([O-])c1cccc2ccc(/C=C/c3ccc(C(F)(F)F)cc3)nc12	-32	-11	5	9	-37	-7	-4	0	-7	-7	4
Cc1cc(C(=O)N/N=C/c2ccc(OC(=O)c3ccccc3Br)cc2)n[nH]1	-2	-8	-7	-7	7	1	-14	6	-6	2	10
COc1ccc(/C=C(\NC(=O)c2ccccc2)C(=O)NCc2ccco2)cc1	-1	-10	16	4	7	6	-2	-3	-8	-9	-2
Cc1cc(NC(=O)/C=C/c2ccccc2Cl)no1	-12	-103	-42	-16	-58	-49	-92	-7	1	-38	5
CCCn1c(SCC(=O)c2ccc3c(c2)OCCO3)n[nH]c1=O	-8	-19	-11	-2	-23	-14	1	-1	9	7	7
COc1ccc(OC)c(NCCN2C(=O)c3ccccc3C2=O)c1	-2	-21	-6	-4	2	-23	-8	-8	-13	15	-9
CCC1NC(=O)c2cccnc2-n2c1nc1cc(OC)c(OC)cc1c2=O (stereo unspecified)	-2	4	-16	6	-17	-5	16	-2	-25	0	15
CC1CCCCN1CC(=O)Nc1sccc1C#N (stereo unspecified)	8	-32	-8	24	1	10	-7	-4	-6	18	-2
COc1cccc(-c2nc3ccccc3s2)c1O	-10	-145	-38	48	20	-81	-153	-5	73*	-41	7
CC(=O)NC(C)c1cc(F)c2cccnc2c1O (stereo unspecified)	-5	-3	-10	-5	-15	2	23	-7	4	10	1
CC(=O)Nc1ccc(S(=O)(=O)N2CCCC2C(=O)O)cc1 (stereo unspecified)	3	-29	11	0	2	-3	9	-10	-7	-2	-6
C#CCOCCOCCOCCNc1nc(N2CCN(C(=O)Cn3cc(CC(C)O)nn3)CC2)nc(N2CCN(C(=O)[C@H](CCCCN)n3cc(CCCC)nn3)CC2)n1 (stereo partly specified)	1	-2	15	7	-15	-16	7	-1	-5	1	-4
NC(=O)c1c(NC(=O)c2ccccc2)sc2c1CCCC2	-74	-88	-74	14	-45	-151	-61	-3	53*	-35	-16
Cc1ccc(OCCSc2nc3ccccc3n2CCC(=O)O)cc1	-4	-39	-10	15	30	-8	-21	0	-16	-2	6
Cc1ncc([N+](=O)[O-])n1S(=O)(=O)c1cc(Cl)ccc1Cl	0	22	-20	10	5	-15	12	11	-15	18	-5
CC(=O)c1cc(C#N)c(NCc2ccccc2)nc1C	3	-3	-28	-52	7	12	12	0	1	-9	-1
Cc1ccc(CN2CCN(Cc3cnn(-c4ccc(Cl)cc4)c3)CC2CCO)o1 (stereo unspecified)	8	0	17	-3	-8	6	17	1	5	6	1
CN(Cc1ccccc1)C(=O)c1ccc(NC(=O)Cc2cccc(NC(=O)C3CCN(C(=O)C4CCCC4)CC3)c2)cc1	4	-9	-1	-17	7	8	-5	-4	2	0	1
O=C(NCc1ccco1)c1ccc(CS(=O)Cc2ccc(Cl)cc2)o1 (stereo unspecified)	-3	4	21	18	7	4	-4	-3	9	-12	-4
O=c1c([N+](=O)[O-])cccn1Cc1cccc(Br)c1	0	0	-20	13	-7	4	11	-6	-1	5	5
CC1=C(C(=O)OC(C)C)C(c2ccncc2)n2ncnc2N1 (stereo unspecified)	0	-5	-29	-23	-18	-2	-2	3	-8	13	-5
Cc1cc(NC(=O)c2cnn3c(C(F)(F)F)cc(-c4ccccc4)nc23)no1	5	8	-10	1	3	19	-2	-5	-13	-12	0
S=c1[nH]nc(C2CCCCC2)n1/N=C/c1ccco1	-11	-18	-13	-16	-2	36	5	-22	0	13	7
Cc1nn(Cc2ccccc2Cl)c(C)c1C(=O)Nc1nnc(C2CC2)s1	27	-12	-9	-29	-13	-21	-69	-6	21	-72	11
CC1(C)N=C(c2cccc(F)c2)C(=O)N1	11	-1	x	-12	-15	8	10	-14	-7	x	-4
O=C(COC(=O)c1cc(S(=O)(=O)N2CCOCC2)ccc1O)Nc1ccc2c(c1)OCO2	-8	-3	-3	-22	-14	-5	31	0	3	-15	-16
O=C(Cn1[nH]c(=O)c2ccccc2c1=O)OCC(=O)N(Cc1ccccc1)Cc1ccccc1	6	5	14	-28	-2	-28	3	1	-3	-2	-2
CNC(=O)N1c2ccccc2CCc2ccccc21	-9	-11	-15	2	13	-5	-23	-4	4	14	-11
CN(C)c1ccc(Nc2nc(N)c([N+](=O)[O-])c(N3CCOCC3)n2)cc1	3	0	-3	26	70*	7	35	-6	-4	-6	6
Cc1ccc(NC(=O)c2cccs2)cc1NC(=O)c1cccc(F)c1	7	2	-42	-3	0	4	13	3	1	-1	-2
Cc1ccccc1OCCC(=O)N(CC(=O)Nc1ccccc1C(F)(F)F)Cc1ccco1	-7	0	9	-13	-19	10	10	4	1	21	-16
O=[N+]([O-])c1ccc(-n2nncc2-c2ccccc2)cc1	-6	2	19	-14	-8	-25	6	-9	3	36	-12
Cc1ccc(C2CC(c3ccccc3)=NN2c2ccc(S(N)(=O)=O)cc2)cc1 (stereo unspecified)	x	7	16	31	14	4	-3	-10	4	-2	x

Three compounds already listed, ordered by count of non-hydrogen atoms, low to high:
structure	LMP1 NFkB inh	SRC1 inh	SRC2 inh	TWEAK-Fn14 inh	TROY NFkB inh	NCOA3 inh	LRH-1 inv ag	NOD2-RIPK2 inh	C8 TRAIL sens	NR2F2 inh	TLR9-MyD88 block
CC1(C)N=C(c2cccc(F)c2)C(=O)N1	11	-1	x	-12	-15	8	10	-14	-7	x	-4
CC(=O)Nc1ccc(S(=O)(=O)N2CCCC2C(=O)O)cc1 (stereo unspecified)	3	-29	11	0	2	-3	9	-10	-7	-2	-6
CN(Cc1ccccc1)C(=O)c1ccc(NC(=O)Cc2cccc(NC(=O)C3CCN(C(=O)C4CCCC4)CC3)c2)cc1	4	-9	-1	-17	7	8	-5	-4	2	0	1

Screening data: PubChem, several laboratories

An excerpt; the hit share may differ from the screen's.
